D3 ag: activates the human D3 dopamine receptor; P35462; D3R DiscoveRx beta-arrestin cells, luminescence, 90 min; max activation, %; actives 0.58% (n = 410,000); AID 652048; in the data active means max activation above about 30%; further: 0% is about no effect; mostly tested at two doses, the higher about 12 µM
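Cells at 1500/well, incubated overnight, then treated with pinned compounds (dopamine as control) for 90 min at 37 degrees C. DiscoveRx reagent added for 30 - 60 minutes at room temperature; luminescence read.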
EPAC2 agonist: agonists of human EPAC2 (RAPGEF4). Q8WZA2. EPAC2 activation, biochemical qHTS; response scale: 100% = 6.5 mM cAMP response. Potency, µM (top dose mostly 154 µM), for the others: at the top dose activation, usual class: activators. actives 0.079% (n = 360,000). AID 720711; further: potency means the concentration at half of the fitted maximal effect; nearly all actives have a fitted effect of over 50% in size
Target sequence (Q8WZA2 whole entry, looked up): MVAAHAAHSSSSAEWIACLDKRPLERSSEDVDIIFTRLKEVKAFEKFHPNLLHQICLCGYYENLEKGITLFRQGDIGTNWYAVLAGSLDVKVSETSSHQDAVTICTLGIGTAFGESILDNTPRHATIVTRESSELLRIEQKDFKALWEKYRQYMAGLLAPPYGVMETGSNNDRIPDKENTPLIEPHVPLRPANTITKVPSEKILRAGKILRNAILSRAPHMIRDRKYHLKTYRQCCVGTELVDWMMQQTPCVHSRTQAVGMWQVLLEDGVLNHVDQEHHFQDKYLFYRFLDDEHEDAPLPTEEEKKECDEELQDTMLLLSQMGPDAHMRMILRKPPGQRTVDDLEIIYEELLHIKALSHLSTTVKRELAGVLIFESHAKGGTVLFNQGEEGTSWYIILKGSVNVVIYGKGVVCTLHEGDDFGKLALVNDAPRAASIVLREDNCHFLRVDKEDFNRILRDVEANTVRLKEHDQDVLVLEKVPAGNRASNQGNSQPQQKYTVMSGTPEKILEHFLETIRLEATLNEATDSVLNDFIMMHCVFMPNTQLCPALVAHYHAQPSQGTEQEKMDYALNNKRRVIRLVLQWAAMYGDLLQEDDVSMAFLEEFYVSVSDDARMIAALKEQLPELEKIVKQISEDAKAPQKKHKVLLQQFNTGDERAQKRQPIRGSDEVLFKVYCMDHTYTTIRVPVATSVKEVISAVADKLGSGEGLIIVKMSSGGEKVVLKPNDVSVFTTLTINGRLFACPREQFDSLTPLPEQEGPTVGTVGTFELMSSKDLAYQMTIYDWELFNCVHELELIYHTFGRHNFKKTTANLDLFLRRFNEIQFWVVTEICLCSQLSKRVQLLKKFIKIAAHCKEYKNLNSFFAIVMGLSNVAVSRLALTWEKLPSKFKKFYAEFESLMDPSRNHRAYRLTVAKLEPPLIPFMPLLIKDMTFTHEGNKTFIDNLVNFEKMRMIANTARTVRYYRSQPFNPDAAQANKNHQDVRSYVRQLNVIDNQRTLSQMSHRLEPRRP
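Nucleotide exchange monitored as fluorescence drop when BODIPY-GDP leaves Rap1B. Reaction: 100 nM EPAC2, 250 nM RAP1B-BODIPY-GDP, 50 uM GDP, room temperature, kinetic read over 30 min. Activity expressed relative to 6.5 mM cAMP.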
Abeta yeast res: A-beta toxicity reversal in yeast; actives 0.063% (n = 410,000); Potency, µM (series often up to 46.1 µM), inactives show top-dose growth rescue, usual class: activators; yeast expressing A-beta42, growth rescue, OD600, 48 h; response scale: 0% DMSO, 100% iron-clioquinol control; further: potency means the concentration at half of the fitted maximal effect; nearly all actives have a fitted effect of over 55% in size
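Yeast growth medium received pinned compounds, then yeast cells expressing toxic A-beta were added; plates incubated at 30 C for 48 hr. Growth read as absorbance at 600 nm, normalized to DMSO and equimolar FeCl3 plus clioquinol controls.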
EPAC2 antagonist: EPAC2 (human) antagonism. EPAC2 GEF exchange of Rap1B-BODIPY-GDP, fluorescence. Potency, µM (top dose mostly 114 µM), inactives show top-dose activity, negative = inhibition, hits mostly inhibitors. actives 0.18% (n = 360,000); further: potency means the concentration at half of the fitted maximal effect; on the % scale 0 is the no-effect control and ±100 the full control effect; nearly all actives have a fitted effect of over 45% in size; many of its hits are not listed in these tables
aSyn yeast inh: inhibitors of alpha-synuclein toxicity in yeast; Yeast expressing alpha-synuclein, growth rescue, BacTiter-Glo, 24 h; Potency, µM (titrated, usually from 46.1 µM), inactives show at the top dose growth rescue (activation), actives largely listed as activators; actives 0.14% (n = 370,000); AID 652106; further: potency means the concentration at half of the fitted maximal effect; % of control where 0% means no effect; nearly all actives have a fitted effect of over 65% in size
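Galactose-induced alpha-syn yeast (OD600=0.02, raffinose-pregrown) + pinned cpd, 24 hr, 30 deg C; growth by BacTiter-Glo luminescence. Growth restoration scores as activation.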
TDP43 rescue: rescues yeast growth from TDP-43 toxicity; Potency, µM (top dose mostly 46.1 µM), for the others: top-dose growth rescue (activation), most hits filed as activators; actives 1.8% (n = 410,000); AID 652104; TDP-43 expressing yeast growth rescue, BacTiter-Glo, 24 h; further: potency means the concentration at half of the fitted maximal effect; % of control where 0% means no effect; nearly all actives have a fitted effect of over 50% in size
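Growth rescue of TDP-43-toxic yeast measured as ATP luminescence (BacTiter-Glo). Cells grown to mid-log in raffinose, induced in galactose at OD600=0.02, exposed to compound 24 hr at 30 deg C.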
DRD3 antagonist: antagonists of human D3 dopamine receptor | P35462 | D3R cells, DiscoveRx beta-arrestin luminescence, antagonist mode; hits give low values | max response, negative = inhibition, % | actives 2.5% (n = 360,000); in the data active means max response below about -50%; inconclusive means no clear call, values can overlap the other calls; further: on the % scale 0 is the no-effect control and ±100 the full control effect; mostly tested at two doses, the higher about 12 µM
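Cells expressing the human receptor were seeded at 1500 cells/well, incubated overnight at 37 degrees C in 5% CO2, then exposed to library compounds with dopamine controls for 90 minutes at 37 degrees C before luminescent detection.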
FUS yeast rescue: suppressors of FUS proteinopathy in yeast. S. cerevisiae FUS-expressing, growth rescue, OD600, 24 h. Potency, µM (top dose mostly 76.6 µM), without a hit: top-dose growth rescue (activation), usual class: activators. actives 0.24% (n = 390,000). AID 1347120;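 further: potency means the concentration at half of the fitted maximal effect; plate controls were DMSO vehicle for no effect and reference control for full effect; nearly all actives have a fitted effect of over 55% in size; some results filed as inactive show a strong effect at the top dose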
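Yeast FUS proteinopathy model; galactose-induced FUS (2%), starting OD 0.005. Cpds in dilution series, 24hr, 30C, 99% humidity. Abs 600 nm growth. Pos ctrl CP55940 (top 92uM final); neg ctrl DMSO.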
Active calls of the source: *; ? = inconclusive; · = no result given; [ ] = another dose, or the depositor's remark. Unless noted, the call rests on the fitted dose curve; in most records, active means well fitted curve in the direction sought with a large enough effect; inconclusive means small, poorly fitted or top-dose-only effect, or another doubt; inactive means no such curve, though single readings can be large; an effect the other way counts as inactive or inconclusive. The list is partial; rates above refer to the full screens.

1. Cc1ccc(NC(=O)CSCC(=O)N2CCCc3ccccc32)cc1
2. O=C(Nc1ccnn1C1CCN(Cc2ccccc2OC(F)F)CC1)c1cccnc1
3. CC(=O)N1CCC(=NNS(=O)(=O)c2cccc([N+](=O)[O-])c2)CC1
4. CC(C)NC(=O)CN1CCC(c2ccccc2)C(O)C1 (stereo unspecified)
5. CCCc1cc(=O)n2[nH]c(NC(=O)c3ccco3)nc2n1
6. C=CCNC(=S)NNC(=O)COc1c(Cl)cc(Cl)cc1Cl
7. Cc1cc(C(=O)N/N=C/c2ccc(-c3ccc(C)c(Cl)c3)o2)n[nH]1
8. O=C(CCCCC(=O)OCC1CCCO1)OCC1CCCO1 (stereo unspecified)
9. CCC(=O)N(Cc1ccc(C)cc1)Cc1cc2cc3c(cc2[nH]c1=O)OCO3
10. O=C(Nc1cccc(C(F)(F)F)c1)c1ccc2sc([C@H]3C[C@H](O)[C@@H](CO)O3)nc2c1

entry no.,1,2,3,4,5,6,7,8,9,10
D3 ag,-3,-19,-6,-1,0,-2,5,-6,0,2
EPAC2 agonist,6%,3%,-2%,11%,5%,9%,2%,5%,-6%,8%
Abeta yeast res,19%,3%,-1%,2%,-22%,1%,3%,3%,-10%,-10%
EPAC2 antagonist,2%,0%,7%,5%,15%,-6%,1%,8%,6%,1%
aSyn yeast inh,1%,-4%,4%,6%,6%,0%,3%,3%,1%,-7%
TDP43 rescue,19%,-14%,4%,8%,-3%,23%,20%,-20%,-8%,23%
DRD3 antagonist,7,-9,-20,22,-6,-4,-4,-6,20,2
FUS yeast rescue,8%,1%,·,11%,-26%,-3%,-22%,-18%,19%,32%

Part of the list above, limited to DRD3 antagonist.
no.	mol	DRD3 antagonist
4	CC(C)NC(=O)CN1CCC(c2ccccc2)C(O)C1 (stereo unspecified)	22
5	CCCc1cc(=O)n2[nH]c(NC(=O)c3ccco3)nc2n1	-6
6	C=CCNC(=S)NNC(=O)COc1c(Cl)cc(Cl)cc1Cl	-4
7	Cc1cc(C(=O)N/N=C/c2ccc(-c3ccc(C)c(Cl)c3)o2)n[nH]1	-4
8	O=C(CCCCC(=O)OCC1CCCO1)OCC1CCCO1 (stereo unspecified)	-6

(next part)
11. O=C(NC1CCCC1)c1c[nH]c2ccc(F)cc2c1=O
12. CCOc1ccccc1CN1CCc2nc(N3CCN(C)CC3)ncc2C1
13. CC(C)c1ccc(S(=O)(=O)N2CCN(Cc3cccc(F)c3)CC2)cc1
14. CC1(C)Oc2ccc3ccc(=O)oc3c2[C@@H](O)[C@H]1O
15. Cn1c(=O)n(CCc2ccccc2)c(=O)c2c1nc1n2CCN1Cc1ccco1
16. C[C@H]1CCC(=O)N([C@H](COc2ccccc2)Cc2ccccc2)CC1
17. CCCCCCOc1ccc(/C(C)=N/NC2=NCCN2)cc1
18. COc1ccc(C(=O)NC(NC(=O)c2ccc(OC)c(OC)c2)c2ccccc2F)cc1OC
19. Cc1ccn2c(NC(=O)c3cccs3)c(-c3ccccc3)nc2c1
20. O=C1OCCN1CC(=O)N1CCc2c([nH]c3ccccc23)C1c1ccccn1 (stereo unspecified)

entry no.,11,12,13,14,15,16,17,18,19,20
D3 ag,4,-16,-11,6,1,15,-4,2,8,-11
EPAC2 agonist,9%,·,·,11%,4%,4%,-1%,-4%,3%,-6%
Abeta yeast res,2%,10%,?,-12%,-9%,-2%,-30%,-4%,0%,3%
EPAC2 antagonist,-10%,·,·,2%,0%,?,4%,-12%,1%,4%
aSyn yeast inh,4%,·,·,0%,-2%,5%,-10%,1%,1%,8%
TDP43 rescue,-1%,13%,9%[9.22 µM],1%,?,5%,-32%[inhibitor],14%,3%,-13%[0.397 µM]
DRD3 antagonist,13,·,·,18,14,-7,18,3,10,6
FUS yeast rescue,27%,-18%,-15%,-28%,19%,18%,13%,-3%,·,7%

21. CCn1c(SCC(=O)Nc2cc(C(C)(C)C)nn2-c2ccccc2)nnc1-c1cccs1
22. C[C@H](CO)N1C[C@H](C)[C@@H](CN(C)C(=O)Nc2ccccc2F)Oc2ncc(Br)cc2C1=O
23. COc1ccc(NC(=O)NCCN2CCN(c3cc(OC)ccc3OC)CC2)cc1
24. CCN1CCN(c2ccc(NC(=O)c3cccc4ncccc34)cc2)CC1
25. CC(NC(=O)c1ccccc1[N+](=O)[O-])C1CC2CCC1C2 (stereo unspecified)
26. O=C(CN1C(=O)S/C(=C\c2ccccc2Cl)C1=O)NC1C=CS(=O)(=O)C1 (stereo unspecified)
27. O=C(NNC(=S)NC(=O)c1cccnc1)c1ccc(Cl)cc1
28. Cc1nc(C(F)(F)F)c(C(=O)NC(=O)Nc2ccccc2)s1
29. Cc1ccc(S(=O)(=O)CCc2nc3ccccc3[nH]2)cc1C
30. OCCNCCCCOc1ccccc1F

entry no.,21,22,23,24,25,26,27,28,29,30
D3 ag,-5,-3,-13,10,-3,21,1,-2,-2,-27
EPAC2 agonist,5%,-4%,7%,10%,10%,-3%,11%,1%,2%,10%
Abeta yeast res,-1%,-4%,-4%,3%,20%,4%,?,0%,-2%,-3%
EPAC2 antagonist,-27%,5%,2%,4%,-3%,-4%,2%,-7%,-6%,2%
aSyn yeast inh,2%,-3%,-1%,-2%,1%,14%,13%,-3%,3%,2%
TDP43 rescue,-3%,5%,5%,3%,?,2%,2%,?,13%,-5%
DRD3 antagonist,-12,-18,-1,-3,-2,3,32,7,11,-23
FUS yeast rescue,50%,-17%,-10%,0%,25%,-27%,15%,21%,-1%,23%

2 compounds drawn at random from the list so far:
2. O=C(Nc1ccnn1C1CCN(Cc2ccccc2OC(F)F)CC1)c1cccnc1
25. CC(NC(=O)c1ccccc1[N+](=O)[O-])C1CC2CCC1C2 (stereo unspecified)

entry no.,2,25
D3 ag,-19,-3
EPAC2 agonist,3%,10%
Abeta yeast res,3%,20%
EPAC2 antagonist,0%,-3%
aSyn yeast inh,-4%,1%
TDP43 rescue,-14%,?
DRD3 antagonist,-9,-2
FUS yeast rescue,1%,25%

The listing continues.
31. Cc1ccc(C(C(=O)NCC2CCCO2)N(Cc2ccccc2)C(=O)c2ccc(-c3ccccc3)[nH]2)o1 (stereo unspecified)
32. COc1ccccc1NS(=O)(=O)c1ccc2c(c1)CCN2C(=O)CCC(=O)O
33. O=C(CSc1nc(O)cc(=O)n1-c1ccccc1)Nc1ccc(Br)cn1
34. CCCCNC(=O)N1CCc2[nH]c3ccccc3c2C1
35. O=C(NCC(c1ccco1)N1CCN(c2ccccc2)CC1)c1ccc2c(c1)OCO2 (stereo unspecified)
36. O=C(Nc1cccc2ccccc12)/C(Cl)=C/c1ccccc1
37. Cn1c(/C(C#N)=C2/CCCCCN2)nc2ccccc21
38. CC(C)(C)OC(=O)[C@H](CCCCN)NC(=O)c1nc[nH]c1C(=O)NCCCCCN
39. COc1ccc(C(=O)NCC(=O)OCc2ccc(Cl)cc2Cl)cc1OC
40. O=C(c1ccc(N2CCN(C3CC(=O)N(Cc4cccs4)C3=O)CC2)cc1)c1cccnc1 (stereo unspecified)

entry no.,31,32,33,34,35,36,37,38,39,40
D3 ag,2,-3,-16,-13,8,3,6,9,3,-2
EPAC2 agonist,2%,9%,2%,12%,-1%,7%,-2%,6%,-8%,1%
Abeta yeast res,-6%,22%,7%,-26%,-4%,-9%,8%,8%,7%,-7%
EPAC2 antagonist,-4%,-5%,-12%,18%,-30%,0%,-2%,4%,-1%,10%
aSyn yeast inh,15%,0%,6%,1%,4%,-9%,4%,0%,-2%,-8%
TDP43 rescue,?,-5%,·,3%,-1%,16µM*,2%,21%,12%,?
DRD3 antagonist,28,-3,-26,-15,6,2,-13,17,42,18
FUS yeast rescue,31%,0%,28µM*,-13%,3%,-3%,8%,-41%,·,28%

41. O=S1(=O)CC(N2CCCC2)CN1Cc1cn(Cc2cccc(Cl)c2)nn1 (stereo unspecified)
42. O=C(c1ccc(-c2ccc([N+](=O)[O-])cc2)o1)N1CCCCCCC1
43. O=S(=O)(c1ccc(C2CCCCC2)cc1)N1CCCC1
44. O=C1CC(c2ccc3c(c2)OCO3)c2cc3c(cc2N1)OCO3 (stereo unspecified)
45. COc1cc(/C=N/NC(=Nc2ccc(C)cc2)c2nc3ccccc3s2)ccc1O
46. Cn1ccnc1C(O)c1ccccc1 (stereo unspecified)
47. Cc1cc(C)n2nc(C(=O)N3CCCC(CNS(=O)(=O)c4cccs4)C3)cc2n1 (stereo unspecified)
48. O=C(NCC1(c2ccccc2)CCCC1)c1cccc(Br)c1
49. Cc1c(C(=O)N2CCCC2)c(S(=O)(=O)Nc2ccccc2)c(C)n1C
50. COc1ccc(CN2CCCC(C(=O)N3CCCCC3)C2)cc1 (stereo unspecified)

entry no.,41,42,43,44,45,46,47,48,49,50
D3 ag,6,-1,-3,3,17,-6,7,-2,-10,1
EPAC2 agonist,4%,-1%,20%,-5%,1%,13%,12%,-6%,-3%,-3%
Abeta yeast res,-7%,-82%[inhibitor],-16%,11%,-7%,-9%,13%,-1%,-21%,3%
EPAC2 antagonist,-3%,-17%,-6%,5%,-2%,10%,5%,-7%,-9%,-5%
aSyn yeast inh,-2%,-80%[inhibitor],-14%,1%,0%,-3%,-10%,14%,8%,3%
TDP43 rescue,22%,-90%[inhibitor],16%,18%,29%,-10%[9.22 µM],3%,?,-10%,19%
DRD3 antagonist,-21,-26,?,4,-8,-2,4,7,21,16
FUS yeast rescue,-23%,?,8%,-17%,32%,35%,5%,8%,-8%,-19%

51. NC(=O)CCC1NC(=S)N(Cc2ccccc2)C1=O (stereo unspecified)
52. O=C(Cn1cnc2ccccc21)Nc1cccc(S(=O)(=O)N2CCCC2)c1
53. Cc1ccc(-n2c(=O)c3c(c4cc(C)ccc4n3C)n(CC(=O)Nc3cc(C)cc(C)c3)c2=O)cc1
54. CCN(c1ccccc1)S(=O)(=O)c1c(C)noc1C

entry no.,51,52,53,54
D3 ag,-2,16,-8,-4
EPAC2 agonist,6%,10%,·,13%
Abeta yeast res,16%,-9%,-15%,4%
EPAC2 antagonist,1%,-4%,·,-7%
aSyn yeast inh,4%,-9%,·,11%
TDP43 rescue,13%,-7%,-3%,-14%
DRD3 antagonist,-18,2,·,5
FUS yeast rescue,0%,3%,-13%,1%
